RmlCD inh 1536 = M. tuberculosis RmlC/RmlD inhibition. P9WH09+P9WH11. actives 0.03% (n = 160,000). AID 1533. inhibition, % at 3.6 µM. RmlC+RmlD coupled enzyme assay, percent inhibition; primary screen in compound mixtures; in the data active means inhibition mostly above about 34%, no sharp cut-off; further: some results filed as inactive read as strong as hits
Target sequence (P9WH09 whole entry, looked up): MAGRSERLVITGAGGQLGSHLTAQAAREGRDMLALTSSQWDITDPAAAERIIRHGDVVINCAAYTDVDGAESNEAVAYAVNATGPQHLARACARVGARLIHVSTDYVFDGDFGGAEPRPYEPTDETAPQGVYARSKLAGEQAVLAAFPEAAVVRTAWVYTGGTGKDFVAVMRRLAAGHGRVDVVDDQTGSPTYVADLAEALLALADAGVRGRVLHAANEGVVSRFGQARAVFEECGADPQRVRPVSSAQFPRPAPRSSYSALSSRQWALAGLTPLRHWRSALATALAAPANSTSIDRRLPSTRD
Target sequence (P9WH11 whole entry, looked up): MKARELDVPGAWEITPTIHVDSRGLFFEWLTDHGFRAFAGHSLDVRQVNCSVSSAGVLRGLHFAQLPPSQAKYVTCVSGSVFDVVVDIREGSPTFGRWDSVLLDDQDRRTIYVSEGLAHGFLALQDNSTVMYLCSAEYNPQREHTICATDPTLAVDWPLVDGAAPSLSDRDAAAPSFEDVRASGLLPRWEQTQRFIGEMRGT
GlmU inhibition = inhibition of mycobacterial GlmU enzyme – biochemical, glucosamine-1-phosphate acetyltransferase (AID 1376) | M. tuberculosis GlmU acetyltransferase enzyme assay; higher % means a stronger effect | inhibition, %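 (tested at 30 µM in the primary screen)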, or IC50 in µM where a hit was titrated | actives 0.25% (n = 220,000); in the data active means inhibition above about 13%;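 further: 0% = complete reaction with vehicle and 100% = reaction without substrate; strong numbers were not always called active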
An asterisk follows results filed as active; x = no result given.

SMILES | RmlCD inh 1536 | GlmU inhibition
COc1ccc(-n2c(SCC(=O)Nc3ccc(C(=O)O)cc3)nnc2-c2cccs2)cc1 | x | 1.8%
CCC(C)(C(=O)NC1CCCC1)N(C(=O)c1ccccn1)c1ccc(C)cc1 (stereo not drawn) | 24 | 2.1%
CC1=C(C)CC(C(=O)Nc2nc(-c3ccc(F)cc3)c(C)s2)C(C(=O)O)C1 (stereo not drawn) | -9 | 1.8%
O=C(NCCc1ccc(Cl)cc1)C1CCC(CNc2nc(=S)[nH]c3ccccc23)CC1 (stereo not drawn) | -11 | 2.5%
CN1CCN(Cc2nnc3n2-c2ccc(Cl)cc2C(c2ccccc2)=NC3)CC1 | -14 | 1.6%
CCn1c2ccccc2c2cc(NC(=O)c3ccc([N+](=O)[O-])cc3)ccc21 | -15 | -5.7%
N#Cc1c(-c2ccco2)ccn(Cc2cccc(F)c2)c1=O | -4 | 7.0%
Cc1cc(C(F)(F)F)nn1CC(=O)N1CCOCC1 | x | -4.5%
Cn1c(N2CCN(C(=O)NCc3ccccc3)CC2)nc2ccccc21 | x | 2.1%
Cc1cc(C(=O)C(=O)O)c(C)n1-c1ccc(Cl)c(Cl)c1 | 22 | 1.6%
C/C(=N\NC(=O)c1cccc(N/N=C(\C)c2cc(O)ccc2O)c1)c1cc(O)ccc1O | -2 | 3.4%
COc1cnc(-c2cccc(C(F)(F)F)c2)[nH]c1=O | 2 | 2.9%
CCOC(=O)N1CCN(C(=O)c2cn(C)c3ccc(S(=O)(=O)N4CCCC4)cc3c2=O)CC1 | 1 | 6.1%
CCC(=O)NS(=O)(=O)c1cccnc1Nc1ccccc1Cl | 6 | x
N#CCSc1nc2c(c(C3CC=CCC3)c1C#N)CCC2 (stereo not drawn) | 3 | 1.9%
Cc1cccc(C)c1NC(=O)CN1C(=O)NC(C)(CCc2ccccc2)C1=O (stereo not drawn) | x | -1.8%
Cc1ccc(-c2csc(NC(=O)Cc3ccc(F)cc3)n2)o1 | -10 | 3.8%
CCO[C@@H]1OC(C(=O)NCc2nc3ccccc3[nH]2)=C[C@H](C(C)(C)C)[C@H]1CCCO | x | 3.4%
CC(=O)c1cccc(Nc2ccc(-c3ccccc3F)nn2)c1 | 7 | -3.8%
Cc1cc(C)c(O)c(-c2cc(C(=O)NCc3ccccc3)[nH]n2)c1 | 12 | 0.4%

Overlap with the part before: three entries, followed by the next part.
SMILES | RmlCD inh 1536 | GlmU inhibition
CCO[C@@H]1OC(C(=O)NCc2nc3ccccc3[nH]2)=C[C@H](C(C)(C)C)[C@H]1CCCO | x | 3.4%
CC(=O)c1cccc(Nc2ccc(-c3ccccc3F)nn2)c1 | 7 | -3.8%
Cc1cc(C)c(O)c(-c2cc(C(=O)NCc3ccccc3)[nH]n2)c1 | 12 | 0.4%
CCOC(=O)CCCOC(=O)c1ccc(S(=O)(=O)N(C)C)cc1 | x | 1.2%
Cc1nn(-c2ccccc2)c(C)c1C(=O)NNC(=O)C(F)(F)F | 4 | -0.8%
CCC(=O)N1CCc2cc(S(=O)(=O)CCC(=O)NCc3ccco3)ccc21 | 11 | 0.8%
CCN1C(=O)CS/C1=C(\C#N)S(=O)(=O)c1ccccc1 | -3 | -5.5%
COC(=O)c1ccc(NC(=O)CSc2nnc(C)n2-c2ccccc2)cc1 | x | 3.0%
Cc1ccc(-c2nnn(CC(=O)NC3CCCc4ccccc43)n2)cc1 (stereo not drawn) | -13 | -5.2%
CC#CCN1c2ccccc2[C@]23C[C@@H](C(=O)OC)N(C(=O)NC4CCCCC4)C2=NC(C(=O)OC)=C(C(=O)OC)[C@H]13 | x | -0.8%
CCn1c2ccccc2c2cc(NC(=O)CSc3nnc(-c4cccc(OC)c4)n3N)ccc21 | 11 | 14%*
Nc1cc2c3c(cccc3c1)C(=O)N(CCN1CCCC1)C2=O | -3 | -6.3%
Cc1sc2nc(CSCC(=O)Nc3ccccc3C#N)[nH]c(=O)c2c1C | 11 | -1.9%
COc1cc(/C=C/C(=O)OCC(=O)NCC2CCCO2)ccc1OCC#N (stereo not drawn) | x | -4.5%
Clc1ccc(NNc2ccnc3cc(Cl)ccc23)cc1 | x | 1.3%
CCOC(=O)c1nnn(-c2ccc([N+](=O)[O-])cc2)c1C | 9 | -1.6%
CCCNC(=O)c1nn2cc(Br)cnc2c1Cl | x | -0.1%
CCOc1ccc(NC(=O)c2ccc(NC(=O)c3cn4c5c(c(N6CCN(C)CC6)c(F)cc5c3=O)OCC4C)cc2)cc1 (stereo not drawn) | x | 1.2%
CN1C(C(=O)NCc2ccco2)CC2Cn3c(nc4cc(Cl)c(Cl)cc43)C21 (stereo not drawn) | x | 1.7%
Cc1cc(N)n(-c2ccc(C(=O)O)cc2)n1 | 9 | 2.4%
COCC(=O)NC1CCN(CC(=O)Nc2ccc(OC)cc2[N+](=O)[O-])CC1 | x | -3.2%
COc1ccc(C2CC(O)(C(C)(C)O)NO2)cc1 (stereo not drawn) | 15 | 0.3%
O=C(NCCc1ccccc1)C(=Cc1ccc(C(=O)O)cc1)C(=O)NCCc1ccccc1 | -9 | 2.9%
CCOC(=O)CS(=O)(=O)CC(=O)Nc1ccc([N+](=O)[O-])cc1OC | 8 | -5.2%
COC(=O)c1ccccc1NC(=O)N1CCN(C/C=C/c2ccccc2)CC1 | 0 | 6.0%
O=c1cc2c(=O)oc3cc(O)c(O)oc3c2c(O)c1O | 1 | 17%*
OCCN1CCN(c2ncnc3ccc(Br)cc23)CC1 | x | 2.7%
Cc1csc2c(N3CCN(C(=O)Nc4ccc(OC(F)(F)F)cc4)CC3)ncnc12 | 5 | -10%
O=C(Cc1cccs1)NCc1cccs1 | 15 | -5.2%
O=C(c1cc2c(F)cccc2s1)N1CCCC1 | -5 | -0.1%
O=C(CSc1nnc(-c2ccncc2)n1-c1ccc(F)cc1)NNC(=O)c1cccc(O)c1 | x | 1.9%
Cc1ccnc(NC(=O)CSc2ccccn2)c1 | 5 | -2.1%
Cc1ccc(CNC(=O)/C=C/c2ccccc2Cl)cc1 | x | 1.2%
O=C(O)c1c2c(nc3ccccc13)/C(=C/c1ccc(O)cc1)CC2 | -8 | 124µM*
NC(=O)Cc1ccc(C(=O)c2ccccc2F)s1 | 9 | 3.6%
O=C(COc1ccccc1[N+](=O)[O-])NC1CC1 | 1 | 3.8%
COC(=O)/C(=C/c1ccco1)NC(=O)c1ccc(Br)o1 | -11 | -1.1%
O=C(COC(=O)CC1CCCC1)Nc1cc2c(cc1Cl)C(=O)c1ccccc1C2=O | -7 | 3.5%
CCCCc1nc2sc3c(c2c(=O)n1NC(=O)c1ccco1)CC(C)(C)OC3 | -10 | -2.2%
CC1=NN(c2nc(-c3ccccc3)cs2)C(=O)C1 | x | 3.0%
COc1cc(OC)cc(C(=O)Nc2cccc(-c3ccc4nncn4n3)c2)c1 | -41 | 2.1%
Cc1cccc(NC(=S)N2CCN(Cc3ccccc3)CC2)c1C | 14 | -0.5%
O=C(NNc1ccccn1)C(=O)NNS(=O)(=O)c1ccc(Cl)cc1 | 101 | x

Single entries from the list:
RmlCD inh 1536 with O=C(O)c1c2c(nc3ccccc13)/C(=C/c1ccc(O)cc1)CC2 = -8
GlmU inhibition with NC(=O)Cc1ccc(C(=O)c2ccccc2F)s1 = 3.6%
GlmU inhibition with O=c1cc2c(=O)oc3cc(O)c(O)oc3c2c(O)c1O = 17%*
GlmU inhibition with Cc1ccc(CNC(=O)/C=C/c2ccccc2Cl)cc1 = 1.2%
RmlCD inh 1536 with Cc1csc2c(N3CCN(C(=O)Nc4ccc(OC(F)(F)F)cc4)CC3)ncnc12 = 5

The main list resumes with the 3 entries that preceded the break.
SMILES | RmlCD inh 1536 | GlmU inhibition
COc1cc(OC)cc(C(=O)Nc2cccc(-c3ccc4nncn4n3)c2)c1 | -41 | 2.1%
Cc1cccc(NC(=S)N2CCN(Cc3ccccc3)CC2)c1C | 14 | -0.5%
O=C(NNc1ccccn1)C(=O)NNS(=O)(=O)c1ccc(Cl)cc1 | 101 | x
OC(CNCc1cccc(Cl)c1)c1ccccc1 (stereo not drawn) | 5 | -5.1%
COc1cc(/C=N/n2cnn(Cc3ccccc3Cl)c2=S)cc(OC)c1OC | 8 | 2.4%
Cc1cc(NC(=O)CSc2ccc3c(c2)OCCO3)no1 | -12 | 0.8%
CC(C)C(=O)NNC(=O)c1csc(-c2cccs2)n1 | 5 | -7.3%
O=c1c(-c2ccc([N+](=O)[O-])cc2)coc2c(O)c(O)ccc12 | -9 | 8.5%
Cc1cc(C)n(Cc2ccccc2Cl)n1 | 5 | 1.5%
CCOC(=O)c1nn(-c2cccc(OC)c2)c2nc(Nc3ccccc3)cc(=O)n12 | -3 | -3.4%
O=C(c1ccc(OCC2CCCO2)cc1)N1CCc2ccccc2C1 (stereo not drawn) | 3 | 2.8%
CC(C)n1c(SCC(=O)Nc2ccccc2N2CCCCC2)nc2c1c(=O)n(C)c(=O)n2C | 42 | -0.5%
CCC(=O)Nc1cc(C(=O)OCC(=O)c2ccccc2)ccc1C | -7 | -3.2%
Cc1cccc(Cl)c1NC(=O)N1CCCN(c2ncccc2[N+](=O)[O-])CC1 | -4 | -1.9%
CC(C)NS(=O)(=O)c1ccc(OCC(=O)N2CCN(c3ccccc3)CC2)cc1 | 10 | -3.0%
COC(=O)C(O)(c1cn(C)c2ccccc12)C(F)(F)F (stereo not drawn) | 2 | 3.2%
Cc1onc(-c2c(F)cccc2Cl)c1C(=O)Nc1nnc(C2CC2)s1 | x | 1.2%
Cc1ccc(N=Nc2c(C)[nH]n(-c3ccccc3)c2=O)cc1 | -1 | -4.3%
COC(=O)c1ccc(COc2ncnc3sccc23)cc1 | 4 | -0.2%
Cc1ccc(/C=N/NC(=O)CSc2nnc(-c3ccccc3)n2-c2ccc(Cl)cc2)o1 | 5 | -3.0%
COc1cc(NS(=O)(=O)c2ccc(NC(=S)NC(=O)c3ccco3)cc2)nc(OC)n1 | 3 | -0.3%
CNS(=O)(=O)c1cc(C(=O)OCC(=O)NC2CCCc3ccccc32)ccc1Cl (stereo not drawn) | 13 | -3.6%
O=C1c2ccccc2C(=O)N1CCc1csc(-c2cccc(Cl)c2)n1 | -4 | -1.0%
O=C(CSc1nnc(CCCOc2ccc(Cl)cc2Cl)o1)Nc1ccc(C(=O)O)cc1 | 5 | 0.8%
CCn1c(SCC(=O)c2cc(C)ccc2C)nc2cc(S(=O)(=O)N3CCOCC3)ccc21 | 8 | -5.0%
BrC(/C=N/N1CCN(Cc2ccccc2)CC1)=C/c1ccccc1 | 10 | -3.8%
COCCn1c(=O)[nH]c2cc(C(=O)NCC3CCCO3)ccc2c1=O (stereo not drawn) | -16 | 2.7%
CCN(CC)S(=O)(=O)c1ccccc1/C=N\O | x | -0.6%
O=[N+]([O-])c1ccc(S(=O)(=O)NCC(c2cccnc2)N2CCOCC2)cc1 (stereo not drawn) | 12 | -5.4%
C=CCn1c(N)c(C(=O)NCC2CCCO2)c2nc3ccccc3nc21 (stereo not drawn) | 54 | 0.7%
CN(C)c1ccc(P(=O)(OCc2ccccc2)C(O)c2cccnc2)cc1 (stereo not drawn) | 0 | 3.0%
COC(=O)c1sc(NC(=O)c2ccoc2C)nc1C | x | 2.9%
CC(/C=N/Nc1ccc2nncn2n1)=C\c1ccccc1 | -3 | 5.6%
COc1ccc(NC(=O)C2CC(=O)N(c3cccc(C)c3C)C2)cc1 (stereo not drawn) | x | 6.9%
COc1ccc(NC(=O)C(NC(=O)CNC(C)=O)c2ccc(C)cc2)cc1 (stereo not drawn) | 8 | 5.7%
COc1cc2c(cc1OC)CN(CC(=O)Nc1ccc(C#N)cc1)CC2 | x | 5.5%
CCCCn1c(=O)c(C(=O)OCC)c(O)c2ccccc21 | 2 | 2.4%
Cc1ccc2nsnc2c1NC(=O)c1ccccc1[N+](=O)[O-] | 3 | 5.4%
COc1ccc(CNC(=O)CSCc2cnn(-c3ccccc3)c2-n2cccc2)cc1 | x | 4.0%
Cc1ccccc1Nc1nc(Cl)c(C=O)s1 | 11 | -3.9%
O=C(Cn1cnc2cc([N+](=O)[O-])ccc2c1=O)NCc1ccccc1 | x | -5.2%
O=C(O)CC1CCC(=C(Cl)Cl)C1 (stereo not drawn) | 7 | -2.1%
COC(=O)C(Cc1ccccc1)NS(=O)(=O)c1ccccc1Br (stereo not drawn) | 2 | 4.0%

Some of the entries so far, with two lines to a compound:
Below each SMILES – RmlCD inh 1536	GlmU inhibition
CCCCn1c(=O)c(C(=O)OCC)c(O)c2ccccc21
→ 2	2.4%
Cc1ccc2nsnc2c1NC(=O)c1ccccc1[N+](=O)[O-]
→ 3	5.4%
COc1ccc(CNC(=O)CSCc2cnn(-c3ccccc3)c2-n2cccc2)cc1
→ x	4.0%

The results go on:
SMILES | RmlCD inh 1536 | GlmU inhibition
CC1(C)CC(=O)N(CC(=O)NCc2ccccc2)c2ccccc2S1(=O)=O | 7 | 2.3%
CC(=O)N/C(=C\c1ccccc1)C(=O)OCC(=O)N1CCCCCC1 | -4 | -8.9%
O=[N+]([O-])c1cc(Cl)c2cccnc2c1O | -3 | 0.9%
N#CC(=C1CCCC1)c1nc(-c2ccc(Cl)cc2)cs1 | 6 | -4.0%
CCN(CC)c1ccc(N=Nc2ncn[nH]2)cc1 | 9 | -1.9%
COc1ccc(CCC(=O)NCCc2cn3c(C)csc3n2)cc1 | x | 6.9%
Cc1nc2c(-c3ccccc3)c(C)nn2c(C)c1CC(=O)O | 13 | -4.8%
O=C(NCC(c1ccco1)N1CCN(c2ccccc2)CC1)c1ccc2c(c1)OCO2 (stereo not drawn) | -2 | -4.5%
COC(=O)c1ccc(OCCN2C3=NCCN3c3ccccc32)cc1 | x | 5.4%

These rows are one share of the data, so the mix of outcomes need not match the whole.
